S3 lipid droplet = qHTS Assay for Lipid Storage Modulators in Drosophila S3 Cells. Drosophila S3 cells, BODIPY lipid droplet fluorescence, 18-24 h; cells fed with added oleic acid. Potency in µM for hits, for the others lipid storage change, negative = inhibition, % at the top dose, mostly 46.1 µM. hit rate 0.64% among 320,000; active means well fitted inhibition curve with a large enough effect in the signal ratio, with a control signal flat, not every such curve was filed as active; inconclusive means small, poorly fitted or top-dose-only effect, or effect the other way, or a change in a side signal; the % refers to the signal ratio
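Drosophila S3 cells loaded with oleic acid (400 uM, as added) and compounds at several concentrations; lipid droplets imaged by 488-nm laser-scanning cytometry, 500–530 nm intensity and object ratio to cell channel. Percent activity normalized to 20 uM Triacsin C.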
S3 lipid droplet cell count max = recorded beside S3 lipid droplet, whose call it bears; cell number change, %; measured here: cell count max response;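 cells counted by Cell Tracker Red CMTPX staining in the red channel; peak over a dose series mostly up to 46.1 µM; percent activity relative to internal control wells on each plate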
An asterisk follows results filed as active; i = inactive; ? = inconclusive; · = no result given; [ ] = another dose, or the depositor's remark. On the % scale 0 is the no-effect control and ±100 the full control effect; potency means the concentration at half of the fitted maximal effect. An excerpt. The share of hits here may be higher or lower than overall.

SMILES,S3 lipid droplet,S3 lipid droplet cell count max
C/C=C1\C(OC2OC(CO)C(O)C(O)C2O)OC=C(C(=O)OC)C1CC(=O)OCC1C(C)C(OC(=O)CC2C(C(=O)OC)=COC(OC3OC(CO)C(O)C(O)C3O)/C2=C\C)CC1C(CO)CO (configuration not stated),-3%,-6
CCCn1c(=N)c(C(=O)NCC2CCCO2)cc2c(=O)n3cccc(C)c3nc21 (configuration not stated),13%,0
CCOc1cccc2sc(=NC(=O)c3ccc(S(=O)(=O)N4CCOCC4)cc3)n(C)c12,?,·
Cc1cc(C)cc(NC(=O)CCC(=O)N2CCSc3ccccc32)c1,?,·
CCCCn1c2c(c(=N)c3ccccc31)CCC2,?,·
Cc1ccc(S(=O)(=O)N2CCC(=O)N(C(COCc3ccccc3)C(C)C)CC2)cc1 (configuration not stated),?,·
CCN(CC)CCn1c2c(c(SCC(=O)Nc3ccc(C(C)C)cc3)nc1=O)CCC2,?,·
CC(=O)C1C(c2ccccc2OC(F)F)NC(=O)NC1(O)C(F)(F)F (configuration not stated),?,·
CCCCCCCC(=O)NNC(=O)Cc1ccccc1,-9%,-8
COc1ccc(OC)c(NC(=O)CN(c2ccc(OC)c(Cl)c2)S(C)(=O)=O)c1,?,·
Cc1cc2cc3c(cc2nc1SCC(=O)N1c2ccccc2CC1C)OCO3 (configuration not stated),-1%,0
COC(=O)c1ccc(OCC(O)CNCC(c2ccc(OC)cc2)N(C)C)c(OC)c1 (configuration not stated),?,·

Further structures:
SMILES,S3 lipid droplet,S3 lipid droplet cell count max
O=C(c1cn(-c2ccccc2)nc1-c1cc2ccccc2oc1=O)N1CCOCC1,-3%,28
COCc1cc(C)nc(OC)c1C(N)=O,?,·
CCN(C(=O)CN1CCN(c2ccc(O)cc2)CC1)c1c(N)n(Cc2ccccc2)c(=O)[nH]c1=O,?,·
COc1cc([N+](=O)[O-])ccc1NC(=O)COC(=O)C=C(C)C,?,·
CSCCC(NS(=O)(=O)c1ccc2c(c1)OCCO2)C(=O)NCCc1ccccn1 (configuration not stated),0%[9.22 µM],-7
N#C/C(=C(/O)CCl)c1nnc2n1CCCCC2,?,·
O=C(/C=N/O)NCCCn1ccnc1,-4%,-8
CCc1ccc(NC(=O)c2cc(C(C)C)on2)cc1,?,·
O=C(NCc1ccccc1)c1ccc(CN2CCOCC2)cc1,?,·
COc1ccc(NC(=O)Cn2c(=O)n(-c3ccc(CC(=O)NCc4ccco4)cc3)c(=O)c3ccccc32)cc1,?,·
O=C(N/N=C\c1ccc2c(c1)OCO2)c1ccco1,11%,10
CCn1cc2nc(SCC(=O)Nc3ccc(OC)cc3OC)n(Cc3ccc(OC)cc3)c(=O)c2n1,?,·

2 compounds drawn at random from those above:
SMILES,S3 lipid droplet,S3 lipid droplet cell count max
COC(=O)c1ccc(OCC(O)CNCC(c2ccc(OC)cc2)N(C)C)c(OC)c1 (configuration not stated),?,·
Cc1cc2cc3c(cc2nc1SCC(=O)N1c2ccccc2CC1C)OCO3 (configuration not stated),-1%,0

Next results follow.
SMILES,S3 lipid droplet,S3 lipid droplet cell count max
CNC(=O)c1c(NC(=O)CS(=O)(=O)c2ccc(F)cc2)sc(C)c1C,?,·
COc1cc(OC)c(OC)cc1/C=N/NC(=O)C[n+]1ccccc1,?,·
Cc1ccc(COc2ccsc2C(=O)NN)cc1,?,·
Cc1nc2ccc(NC(=O)C3CCCCC3)cc2s1,5%,18
COc1ccc(-c2nc(N)n[nH]2)cc1,?,·
COc1ccc(-c2csc(NC(=O)c3c(OC)cccc3OC)n2)cc1,?,·
Cc1ccsc1C(C(=O)NC1CCCCC1)N(C(=O)Cc1cccs1)C1CC1 (configuration not stated),i,·
O=C1Nc2ccc(S(=O)(=O)NCC3CCCO3)c3cccc1c23 (configuration not stated),7%,21
CCOc1cc(C2C(C(=O)N3CCCCC3)=C(C)NC3=C2C(=O)CCC3)cc(Br)c1O (configuration not stated),7%,5
O=C(N/N=C/c1ccc2ccccc2c1)c1ccc(COc2ccc3c(c2)CCC3)o1,-3%,-8
COc1ccc(C2CC(c3ccc(C)cc3)Nc3nc(N)nn32)cc1 (configuration not stated),?,·
Oc1c(N=Nc2ccccc2)sc2ccccc12,?,·

Arranged by count of non-hydrogen atoms (largest number first): part of the list above
SMILES,S3 lipid droplet,S3 lipid droplet cell count max
COc1cc(OC)c(OC)cc1/C=N/NC(=O)C[n+]1ccccc1,?,·
O=C1Nc2ccc(S(=O)(=O)NCC3CCCO3)c3cccc1c23 (configuration not stated),7%,21
Cc1nc2ccc(NC(=O)C3CCCCC3)cc2s1,5%,18
COc1ccc(-c2nc(N)n[nH]2)cc1,?,·

Continuation:
SMILES,S3 lipid droplet,S3 lipid droplet cell count max
Cc1ccc(OCC(=O)NS(=O)(=O)c2ccc(Cl)cc2)cc1,?,·
COc1ccc(CNC(=O)c2c(-c3cc(Cl)c(OC)c(Cl)c3)noc2C)cc1,?,·
CC(C)c1ccc(NC(=O)Cc2cn(C)c3ccccc23)cc1,?,·
O=C(CN1CCOCC1)Nc1nc2ccc(F)cc2s1,?,·
CC(=O)Nc1ccccc1Oc1ccccc1,6%,5
COc1ccc(-c2noc(CN3CCC(Cc4ccccc4)CC3)n2)cc1,14%,-18
O=C(CN1CCOCC1)N1N=C(c2cccs2)CC1c1cccs1 (configuration not stated),-6%,8
CCc1nnc(NC(=O)CSc2nc(N)c(NC(=O)c3ccc(OC)cc3)c(=O)[nH]2)s1,?,·
Cn1c(CCNC(=O)c2ccco2)nc2cc(NC(=O)c3ccccc3)ccc21,?,·
CCn1nnc(NC(=O)c2ccc(Br)o2)n1,-1%,13
O=C(COC(=O)c1nc(Cl)ccc1Cl)NC(=O)c1ccccc1,-22%,0
COc1cc(C(=S)N2CCOCC2)cc(OC)c1OC(=O)Cc1ccc(F)cc1,?,·

(list continues)
SMILES,S3 lipid droplet,S3 lipid droplet cell count max
CCCc1c(O)nc(SCCN(CC)CC)[nH]c1=O,i,1
CCCNC(=O)COC(=O)c1ccc(S(=O)(=O)N2CCCC2)cc1,?,·
COc1ccc(Cl)cc1NC(=S)N1CCN(C(=O)c2ccco2)CC1,-23%,-7
O=C(O)c1cc(C(=O)C2CC2)c[nH]1,?,·
CC(=O)c1cccc(S(=O)(=O)NC2CCSc3ccccc32)c1 (configuration not stated),?,·
COC(=O)C1CCN(Cc2cn(Cc3ccccc3)nc2-c2cc3ccccc3o2)CC1,29%,-8
Cc1cccc(N(CC(=O)NCCc2ccccc2)C(=O)CCC(=O)Nc2ccccn2)c1C,?,·
CC(C)CCSc1nc2[nH]ncc2c(=O)[nH]1,?,·
COc1cccc(C(c2sc3ncnn3c2O)N2CCN(C(=O)c3ccco3)CC2)c1 (configuration not stated),9%,7
COC(=O)/C(=C/c1ccc(OC)cc1)NC(=O)c1ccco1,5%,2
CC(=O)c1ccc(OCc2cc(C(=O)N3CCOCC3)no2)cc1,i,-15
COc1ccc(NS(=O)(=O)c2cc(-c3cnc(C4CC4)o3)ccc2C)cc1,i,-13

Additional structures follow.
SMILES,S3 lipid droplet,S3 lipid droplet cell count max
Cc1ccc(-c2csc3nc(C)n(N)c(=O)c23)o1,?,·
Cc1nc(-c2cccnc2)sc1C(=O)Nc1ccc(C(F)(F)F)cc1,?,·
CCOC(=O)c1nnn(-c2nonc2N)c1COc1cc(C)c(Cl)c(C)c1,?,·
Cc1nc([N+](=O)[O-])cn1CC(=O)c1ccc(Br)cc1,?,·
COC(=O)CCCC1=CC2=CC(=O)C(C)(OC(=O)c3cccs3)C(=O)C2=CN1c1cccc(C#N)c1 (configuration not stated),13%,-12
CC(=O)NC1(C(F)(F)F)N=C2SCCN2C1=O (configuration not stated),?,·
CCc1ccccc1NC(=O)CSc1nc2n[nH]c(C)c2c(=N)n1-c1ccc(OC)cc1,4%,-13
CCCCc1nc(SCC(=O)N2CCOCC2)c2c(=O)n(C)c(=O)n(C)c2n1,?,·
CC1CCCCC1NC(=O)c1cncc(Br)c1 (configuration not stated),?,·
O=C(NCC1CCCO1)c1cc2c(s1)CS(=O)(=O)C2 (configuration not stated),i,8
CCOC(=O)CSc1nc2c(cnn2-c2ccc(Cl)cc2)c(=O)[nH]1,i,9
CN(C)C(=S)SCC(=O)NC(=O)NC(C)(C)C,?,·

The results go on:
SMILES,S3 lipid droplet,S3 lipid droplet cell count max
COc1ccc(C)cc1NC(=O)CN1C(=O)C2CC=CCC2C1=O (configuration not stated),16%,13
Cn1c(Cn2nnc3ccccc32)nnc1SCC(=O)N1c2ccccc2Sc2ccccc21,?,·
C#CC(CC)(CC)NC(=O)c1cc(S(=O)(=O)N2CCCCC2)ccc1N1CCOCC1,?,·
CC(NC(=O)c1cc(S(=O)(=O)N(C)C)ccc1Cl)c1ccc(-n2ccnc2)cc1 (configuration not stated),?,·
CCOC(=O)[C@H]1[C@H]2COc3ccc(OC)cc3[C@@H]2N2C(=O)CN(Cc3ccc(F)cc3)C(=O)[C@@]12C,?,·
O=C(CCS(=O)(=O)c1ccccc1)Nc1ncc([N+](=O)[O-])s1,4.6µM*,-3.6*
Cn1c(=O)c2cc3ccccc3nc2n(C)c1=O,12%,10
c1ccc(Cn2c(SCc3nc4ccccc4s3)nnc2-c2ccco2)cc1,?,·
CC1CCN(C(=O)COC(=O)Cc2ccc(Br)cc2)CC1,i,0
CCC1NC(=S)N(C2CCCCC2)C1=O (configuration not stated),?,·
CCSc1nnc([C@H](C)NC(=O)OC(C)(C)C)o1,-19%,-14
COc1ccccc1NC(=O)C1=C(C)Nc2nc(-c3ccccc3)nn2C1c1ccccn1 (configuration not stated),i,·

Further results follow:
SMILES,S3 lipid droplet,S3 lipid droplet cell count max
CC(C)Cn1c(CNC(=O)c2ccccc2)nc2ccccc21,-1%,-11
O=C(c1ccc2snnc2c1)N1CCCC1,?,·
O=C(CN1C(=O)CCS(=O)(=O)c2ccccc21)Nc1ccc(Cl)cc1,i,8
Cc1cc(Cl)ccc1OCC(=O)Nc1ccc2oc(=O)ccc2c1,-53%,10
CN(C)CCCN(C(=O)/C=C/c1cccs1)c1nc2ccc(F)cc2s1,-12%,-11
CCOC(=O)c1cc(-c2ccc(/C=N\n3cnnc3)o2)ccc1Cl,?,·
Cc1nn2c(NCCN3CCOCC3)c3c(nc2c1-c1ccccc1)CCCC3,?,·
O=C(O)c1cccc(CN2C(=O)SC(Nc3ccccc3)C2=O)c1 (configuration not stated),0%,8
CC(NC(=O)COc1ccccc1Cl)c1ccccc1 (configuration not stated),?,·
O=C(NCc1ccccc1)/C(=C/c1cccc([N+](=O)[O-])c1)NC(=O)c1ccco1,?,·
CC(=O)c1ccc(Nc2cc(C)nc3ccc(C)cc23)cc1,0%,5
C#CCn1cc[n+](CC(=O)N(C)C)c1,?,·

Next structures
SMILES,S3 lipid droplet,S3 lipid droplet cell count max
CC1CCCCC1N(C)C1CCN(C(=O)CNC(=O)/C=C/c2cccc(Cl)c2)CC1 (configuration not stated),?,·
O=C(CC1CCCCC1)Nc1ccccc1-c1ccccc1,9%,16
CC(NC(=O)C(C)N1CCN(Cc2ccccc2)CC1)c1ccccc1 (configuration not stated),?,·
COC(=O)c1ccc(N2CCN(C)CC2)c(NC(=O)COc2ccccc2)c1,?,·
O=C(NCCS(=O)(=O)NCc1ccccc1Cl)c1ccccc1,?,·
Cc1ccc(S(=O)(=O)N/N=C/c2ccc3nccnc3c2)cc1,9%,-6
CCOc1ccc(C(=O)N2CCCCCC2)cc1,?,·
CC(C)(C)NC(=O)CSc1ccc(S(=O)(=O)N2CCOCC2)cn1,?,·
CCCOc1ccc(C(=O)Nn2c(C)nc3ccccc3c2=O)cc1,11%,-1
COc1cc(NC(=O)C(C)Oc2ccccc2)c(OC)cc1NC(=O)c1ccccc1 (configuration not stated),?,·
CC(C)CC(NC(=O)C1CCCN1C(=O)CNC(=O)OCc1ccccc1)C(=O)O (configuration not stated),i,-8
COc1ccc(N2C(=O)C3CCCN3C2c2cccc(Br)c2)cc1 (configuration not stated),4%,11

More results:
SMILES,S3 lipid droplet,S3 lipid droplet cell count max
COc1ccc2[nH]c(C)c(CCN3C(=O)OC(C)(C)C3(C)O)c2c1 (configuration not stated),?,·
O=C(CCSCc1cccc(Cl)c1)NCCc1ccccc1,-8%,-2
CCOC(=O)CC(=O)Nc1ccc(C)cc1,?,·
COc1ccc(C(=O)Nn2c(CCC(=O)O)ccc2-c2ccc(C)cc2)cc1OC,6%,25
O=C(NCCNC(=O)c1cc(OCC(F)(F)F)ccc1OCC(F)(F)F)Nc1cccc(C(F)(F)F)c1,?,·
Cc1cccc(CN2CCC(CNC(=O)CSc3cc(=O)n(C)c4cc(Cl)ccc34)CC2)c1,5%,13
O=C(CN1C(=O)NC(c2ccccc2)(c2ccccc2)C1=O)Nc1cccnc1Cl,?,·
O=C(CSc1nnc(-c2cccnc2)o1)N1CCCCC1,?,·
Cc1cc(C)n(C(=O)c2cc3ccccc3c(=O)o2)n1,5%,6
Cc1ccc(S(=O)(=O)N(C)CC(=O)NCc2ccncc2)cc1,i,·
CC(NC(=O)Nc1ccccc1)C(c1cccs1)N1CCN(C)CC1 (configuration not stated),-2%,-3
Cc1cc(C)n(C(=O)CNC(=O)c2cccc(Cl)c2)n1,?,·
CCCc1sc(C(=O)Nc2nnc(C3CC3)s2)cc1CC,?,·

Some of the entries above in a different format:
Every second line gives: S3 lipid droplet	S3 lipid droplet cell count max
> COC(=O)CCCC1=CC2=CC(=O)C(C)(OC(=O)c3cccs3)C(=O)C2=CN1c1cccc(C#N)c1 (configuration not stated)
    13%	-12
> CC(=O)NC1(C(F)(F)F)N=C2SCCN2C1=O (configuration not stated)
    ?	·
